# Bioassay records deposited in PubChem BioAssay by National Center for Advancing Translational Sciences (NCATS).
# FEN1 inhibitor: human FEN1 inhibition. AID 588795. Potency, µM (titrated, usually from 114 µM), without a hit: at the top dose activity change, negative = inhibition, usual class: inhibitors. 390,000 compounds, 0.35% hits. Recombinant FEN1 flap cleavage, fluorescence, 15 min; also: nearly all actives have a fitted effect of over 65% in size
#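 With each library titrated from low to high concentration, compounds met 10 nM FEN1 for 15 min at room temperature before 50 nM substrate was added; readings at 0 and 15 min fed four-parameter Hill curve fits.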
# GCN5L2 inh: blocks human GCN5L2 histone acetyltransferase | 390,000 compounds, 0.21% hits | Potency, µM (doses to about 58.9 µM), inactives show top-dose activity change, negative = inhibition, hits mostly inhibitors | GCN5L2 HAT assay, ThioGlo1 CoA-SH fluorescence | Q92830
#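 Fluorescence readout, Ex340nm/Em540nm: ThioGlo1 (50uM final) reacts with free CoA thiol released as 20nM GCN5L2 acetylates H3(1-25) peptide (75uM) using acetyl-CoA (70uM). Compound and enzyme sat 15 min beforehand; 20 min room-temperature reaction.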
# N370S GC: inhibitors or activators of N370S glucocerebrosidase for Gaucher disease. N370S GC spleen homogenate, 4MU-glucoside fluorescence. Potency, µM (top dose mostly 59.4 µM), for the others: at the top dose activity change, negative = inhibition, hits mostly inhibitors. 330,000 compounds, 0.092% hits. AID 2101;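 also: 0% = full enzyme activity and -100% = no enzyme basal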
# Numbers without * were called inactive; ? = inconclusive; nt = not tested or not shown; & = joins results of further samples; [ ] = remark or other dose. Calls follow the shape of the dose curve; as a rule, active = well fitted curve in the direction sought with a large enough effect; inconclusive = small, poorly fitted or top-dose-only effect, or another doubt; inactive = no such curve, though single readings can be large; an effect the other way counts as inactive or inconclusive. Unless noted, % is scaled to controls: 0 for no effect and ±100 for the full control effect; potency is read from the fitted curve at half-maximal effect. Not all compounds are listed, so the mix of outcomes need not match the whole.
# Preview, 2 compounds:
structure	FEN1 inhibitor	GCN5L2 inh	N370S GC
CCOc1ccccc1NC(=O)C1CCN(S(=O)(=O)c2ccccc2)CC1	-2.9%	-3.1%	nt
CCc1nnc(NC(=O)CCC(=O)N2CCN(Cc3ccccc3)CC2)s1	-14.3%	-7.3%	-21.3%

# This part in full, from the first entry:
structure	FEN1 inhibitor	GCN5L2 inh	N370S GC
CCOc1ccccc1NC(=O)C1CCN(S(=O)(=O)c2ccccc2)CC1	-2.9%	-3.1%	nt
CCc1nnc(NC(=O)CCC(=O)N2CCN(Cc3ccccc3)CC2)s1	-14.3%	-7.3%	-21.3%
OCC[C@@H]1C[C@@H](O)[C@H](O)[C@]2(OCCc3ccccc32)O1	-0.4%	-4.8%	-4.1%
COC(=O)c1ccc(CO/N=C/c2ccccc2OC)cc1	-0.6%	-2.6%	4.1%
C=CCOC(=O)/C(=C\c1ccccc1)NC(=O)c1ccco1	-4.0%	-0.8%	-1.8%
O=C(CN(CC1CCCO1)C(=O)CNS(=O)(=O)c1ccc(Cl)cc1)NC1CCCC1 (stereo unspecified)	1.5%	3.6%	-1.1%
O=C1NC(=O)c2c1c(-c1ccccc1)cc1[nH]c3ccc(O)cc3c21	nt	4.0%	-5.3%
CC1(C)CC(=O)C2=C(C1)O[C@@]1(CCCCN3C(=O)c4ccccc4C3=O)Cc3cc(C#N)ccc3C2O1	nt	-0.1%[12.7 µM]	-8.4%[12.8 µM]
Cc1nn(-c2ccc(C(=O)O)cc2)c(C)c1Cl	-1.8%	?	-1.8%
O=C(CCC1CCCC1)Nc1nnc(-c2ccc3c(c2)OCO3)s1	5.3%	0.9%	1.8%
c1cnc(N2CCN(c3nc4ccccc4n4cnnc34)CC2)nc1	-2.2%	-5.3%	2.0%
COc1cccc(NC(=O)N(Cc2ccco2)C(C)c2cccs2)c1 (stereo unspecified)	-16.5%	-2.3%	0.8%
Cc1cc(C)n(CC(C)NCc2cn[nH]c2-c2ccc(C)c(C)c2)n1 (stereo unspecified)	4.5%	-0.2%	0.4%
CS(=O)(=O)N(CC(=O)NCc1ccco1)Cc1ccc(Cl)cc1	-7.1%	-3.9%	-2.0%
O=C1C=C(N2CCOCC2)c2ccccc2C1=O	-18.4%	-9.2%	-11.3%
Cc1cc(=O)[nH]c(SCC(=O)c2ccccc2)c1C#N	-13.7%	2.0%	-2.0%
CC(CNC(=O)CN1C(=O)CCSc2ccccc21)c1ccccc1 (stereo unspecified)	15.5%	-4.6%	-11.5%
O=C(CCn1[nH]c(=O)c2ccccc2c1=O)OC1CCCCC1	26.9%	-3.9%	14.7%[2.35 µM]
CCNc1nc(N)nc(Oc2ccc(C(=O)OC)cc2)n1	-3.9%	-4.6%	1.3%
CC[C@]1(C(=O)OC)[C@H]2C(=O)N(C)C(=O)[C@H]2[C@H]2CN=C(SCc3ccc(Cl)cc3)N21	-1.2%	1.5%	nt
COc1ccc(CN(C)C(C)C(=O)Nc2ccc([N+](=O)[O-])cc2Cl)cc1OC (stereo unspecified)	11.6%	32.6%[activator]	-4.1%
CCOC(=O)c1nc(C)sc1-c1ccnn1S(=O)(=O)c1ccccc1C(F)(F)F	11.5%	-0.6%	2.6%
C#Cc1ccc([C@H]2C=C(C(=O)NCc3ccccc3)O[C@@H](OCC)[C@@H]2CCCO)cc1	1.3%	-0.5%	-13.2%
COc1ccc(OCCCc2c(C)n[nH]c2C)cc1	-9.3%	-0.9%	17.5%

# Part of the list above, with values under each structure.
# Sequence of screens: FEN1 inhibitor | GCN5L2 inh | N370S GC
> CCOC(=O)c1nc(C)sc1-c1ccnn1S(=O)(=O)c1ccccc1C(F)(F)F
  11.5% | -0.6% | 2.6%
> COc1ccc(CN(C)C(C)C(=O)Nc2ccc([N+](=O)[O-])cc2Cl)cc1OC (stereo unspecified)
  11.6% | 32.6%[activator] | -4.1%
> CC(CNC(=O)CN1C(=O)CCSc2ccccc21)c1ccccc1 (stereo unspecified)
  15.5% | -4.6% | -11.5%

# (more compounds)
structure	FEN1 inhibitor	GCN5L2 inh	N370S GC
COc1ccc(S(=O)(=O)N2CCCC2C(=O)Nn2cnnc2)cc1 (stereo unspecified)	2.4%	-6.5%	12.7%
COc1cc(/C=C(\C#N)c2nc3ccccc3[nH]2)cc(Br)c1OCc1ccccc1	2.9%	-10.8%	-26.9%
Nc1c(Cl)ncnc1NCCc1ccc(O)cc1	-10.2%	-4.0%	-1.5%
N#CC(Cc1ccccc1OC(F)F)c1nc2ccccc2[nH]1 (stereo unspecified)	1.7%	-4.3%	5.6%
Cc1ccc(-c2cc(C#N)c(=O)n(Cc3c(Cl)cccc3Cl)c2)cc1	-8.7%	2.4%	6.2%
COc1ccc(-c2cc(=O)n(-c3ccc([N+](=O)[O-])cc3)[nH]2)cc1	1.0%	-14.7%	-10.6%
COc1ccc(S(=O)(=O)Nc2cccc3c2O[C@H](CN(C)S(=O)(=O)c2cn(C)cn2)[C@@H](C)CN([C@H](C)CO)C3=O)cc1	1.8%	1.7%	nt
COC(=O)Cc1c(C)nc2nc(NCc3c(F)cccc3Cl)[nH]n2c1=O	0.4%	-9.2%	8.9%
O=C(NC1CCN(Cc2ccccc2)CC1)C1CCN(S(=O)(=O)c2cccc3nsnc23)CC1	3.3%	-17.1%	23.5%
COc1ccc([N+](=O)[O-])cc1NC(=O)C(C)Sc1ccccc1 (stereo unspecified)	-17.0%	24.8%	15.0%
CCCOc1ccccc1C(=O)N1CCCCC1CCN1CCCCC1 (stereo unspecified)	20.8%	-1.0%	nt
O=C(NC1CCCC1)C(c1ccc(O)cc1)N(CC1CCCO1)C(=O)C1COc2ccccc2O1 (stereo unspecified)	-17.2%	-3.3%	-12.9%
COc1ccc(C=O)c2[nH]c3c(Cl)ncnc3c12	-18.6%	0.8%	2.0%
CCC(=O)N(CC)c1nc(-c2ccc(OC)cc2)cs1	-2.0%	0.0%	-4.5%
COc1ccc(/C(O)=C2/C(=O)C(=O)N(CCN(C)C)C2c2ccccc2)cc1Cl (stereo unspecified)	-3.0%	-6.1%	-27.0%
Cc1nn2c(=O)cc(COC(=O)c3ccco3)nc2s1	0.7%	2.2%	nt
Cc1ccc(NC2CCCN(C(=O)CCc3ccncc3)C2)cc1C (stereo unspecified)	19.6%	3.2%	-0.1%
CNC(=O)c1ccc(S(=O)(=O)c2ccc(Cl)cc2)c(NC(C)=O)c1	-3.9%	?	-10.2%
O=C(c1ccccc1)c1ccc2c(c1)OCCOCCOCCOCCO2	1.3%	-12.9%	0.9%
Cc1ccc(S(=O)(=O)Nc2cc(C)on2)cc1	-1.4%	-10.1%	-8.6%
Cc1ccc2oc(=O)n(CCOc3ccccc3Cl)c2c1	10.8%	-3.2%	14.2%
COc1cccc(-c2nc(S(=O)(=O)c3ccc(Cl)cc3)c(NCc3ccccc3)o2)c1	-5.6%	-22.5%	nt
CCCc1nc2ccccc2c(=O)n1CC(=O)c1ccc(F)cc1	-10.8%	19.2%	2.1%
O=C(c1ccco1)N(Cc1ccccc1)c1cccc([N+](=O)[O-])c1	3.3%	-9.2%	13.7%
CCOC(=O)c1c(S(=O)(=O)NCC(=O)NCc2cccc(C)c2)c(C)n(C)c1C	-8.9%&-7.4%	-12.0%&-3.4%	-5.3%
COC(=O)c1sc2ncccc2c1OCc1ccccc1Cl	-0.6%	-16.6%	13.0%
CN(C)C(=O)c1ccc(-c2ccc3ncnc(NCc4cccs4)c3c2)cc1	nt	-15.2%	4.5%
Cc1ccc(CNC(=O)C(=O)NCC2CCCN2S(=O)(=O)c2cc(C)ccc2C)cc1 (stereo unspecified)	-8.4%	-2.9%	2.9%
CCN1CCc2c(C#N)c(N3CCOCC3)nc(NCCO)c2C1	-0.4%	-4.9%	-1.1%
CN(C)CCCOc1cccc(Oc2ccccc2)c1	9.3%	2.2%	-17.4%
CC(C)C(NC(=O)c1ccco1)C(=O)OCC(=O)NCCc1ccccc1 (stereo unspecified)	17.4%	-4.1%	nt
COc1cc2c(cc1OC)C(C)N(C(=O)c1ccc(Br)o1)CC2 (stereo unspecified)	-3.1%	-1.5%	4.6%
FC(F)(F)c1ccccc1/C=N/n1c(COc2ccccc2)n[nH]c1=S	7.1%	-10.2%	25.8%
Cc1cccc2sc(NNC(=O)c3cc(-c4cccs4)nc4ccccc34)nc12	17.5%	-6.5%	-1.3%
Nc1n[nH]c(N)c1N=Nc1ccc(Cl)cc1Cl	-4.6%	-5.7%	15.3%
O=C(Cc1cccs1)NNC(=S)NCc1ccco1	3.3%	-13.7%	-1.8%
COC(=O)c1ccc2c(=O)n(CCCCCC(=O)NC(C)C)c(=O)[nH]c2c1	-1.1%&-4.9%	-4.3%&2.5%	12.2%
Cn1nc(C(=O)Nc2ccccc2N2CCOCC2)ccc1=O	-5.5%	-4.9%	nt
O=c1c2c(nc3cc(-c4ccccc4)[nH]n13)CCS2	-6.5%	-10.7%	-8.7%
Cc1csc(SCC(=O)N(C)CC(=O)Nc2ccc(F)cc2)n1	nt	-5.6%	3.2%
COC(=O)c1ccccc1NC(=O)CN1CCC(C(=O)c2ccc3c(c2)OCCO3)CC1	-14.5%	-9.0%	20.0%
Cn1c(=O)c2c(SCC(=O)NCCc3ccccc3)nc(C3CC3)nc2n(C)c1=O	-9.5%	-9.1%	2.9%
Cc1ccc(Cl)cc1N1CCN(C(=O)c2cc(S(=O)(=O)N3CCCCC3)cn2C)CC1	5.3%	-14.6%	nt
COc1ccc(-n2cc(-c3ccccc3)c3c(SC(C)C(C)=O)ncnc32)cc1 (stereo unspecified)	11.8%	-10.7%	nt
Cc1ccc(NC(=O)c2sc3ncnc(N(C)C4CCCCC4)c3c2C)cc1	8.8%	-7.4%	nt
C=CCN(C(=O)CNC(=O)c1ccco1)C(C(=O)NC1CCCC1)c1cccs1 (stereo unspecified)	-2.9%	-0.7%	-6.8%
COc1ccc2ccccc2c1C1NC(=O)NC(C)=C1[N+](=O)[O-] (stereo unspecified)	24.1%	12.0%	-11.4%
CCOC(=O)c1nc(S(C)(=O)=O)ncc1N1CCOCC1	-14.8%	-4.9%	-1.5%
C=CCN1CCN(C(=O)CCc2ccccc2)CC1	5.2%	?	5.2%
Clc1ccc(CN2CCc3nc(Nc4ccc5c(c4)OCCO5)ncc3C2)cc1	6.9%	-14.5%	nt
Cc1ccc(-n2c(CC#N)n[nH]c2=S)c(C)c1	-0.1%	-4.7%	1.9%
Cc1nnsc1SCC(=O)O	-1.3%	-16.7%	6.6%
Cc1ccccc1N=Cc1cc2c(cc1O)OC(N)=C(C#N)C2c1ccccc1 (stereo unspecified)	-12.0%	-13.9%	-1.9%
Cc1cccc(NC(=O)CSc2ncc(-c3ccc(Br)cc3)[nH]2)c1	4.0%	-1.4%	nt
CCc1ccccc1N(C)C(=O)CCc1nc(-c2ccc(C)cc2)no1	-11.2%	-13.7%	-4.3%
Cc1cc(Br)ccc1N=C1C(=O)Nc2ccccc21	-7.8%	0.5%	-17.5%

# Next entries
structure	FEN1 inhibitor	GCN5L2 inh	N370S GC
O=C(COC(=O)c1ccc(C(F)(F)F)cc1)Nc1cccc(S(=O)(=O)N2CCCCC2)c1	?	-23.9%	nt
O=C(NCC1CC1)C1(C(F)(F)F)CC(CCCO)CCCO1 (stereo unspecified)	-5.7%&-14.0%	nt	-7.5%
O=C(c1ccncc1)N1CCCC(N2CCN(c3cccc(C(F)(F)F)c3)CC2)C1 (stereo unspecified)	0.0%	-9.4%	-0.6%
COc1cc(OC)c(NS(=O)(=O)c2cc(-c3cnc(C)o3)ccc2OC)cc1Cl	13.5%	-0.2%	nt
C#CCSc1nc(-c2ccccc2)cc(C(F)(F)F)c1C#N	1.1%	-0.1%	8.9%
CC(C)c1nnc(NC(=O)c2ccc3c(c2)OCO3)s1	0.3%	-2.4%	1.0%
O=C(O)CCC(=O)NC(c1ccccc1)c1ccccc1	-2.6%	-1.0%	19.2%
O=C(CCc1ccc(S(=O)(=O)N2CCOCC2)cc1)NCCCN1CCCC1=O	-4.8%	0.9%	4.0%
CCOc1ccc(NC(=O)C2CCC(N3C(=O)C4CC=CCC4C3=O)CC2)cc1 (stereo unspecified)	10.1%	-4.7%	28.7%
CCCc1nc2ccccc2c(=O)n1/N=C/c1ccc(O)c(O)c1	7.2%	-18.1%	-7.5%
Cn1c(-c2ccc3c(c2)OCO3)cnc1NCc1cccc(O)c1	-8.8%	-4.1%	-9.4%
Cc1onc(-c2ccccc2)c1C(=O)NNC(=O)c1ccccc1	-0.7%	-10.9%	nt
CN(C)CCNC(=S)Nc1ccc(-c2nc3ccccc3[nH]2)cc1	13.0%	0.9%	-4.5%
CCCNC(=O)COC(=O)/C=C/c1ccc2c(c1)OCO2	-4.4%	-4.5%	9.5%
